# High-throughput results: PubChem, several laboratories
# Granule exo inh: blocks lytic granule exocytosis | TALL-104 LAMP-1 surface exposure, flow cytometry; cells stimulated with thapsigargin and PMA | inhibition, % at 10 µM | 360,000 tested, 0.66% active;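 active means inhibition above about 55%, limit read from the data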
# ABCB6 inh 2: inhibitors of human ABC transporter ABCB6 | Q9NP58 | K562-ABCB6 porphyrin accumulation, flow cytometry, 1 h; stronger effect = lower value | fluorescence ratio to DMSO, % at 10 µM | 360,000 tested, 0.19% active | AID 602162;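 active means fluorescence ratio to DMSO below 75%, the collection mean minus 3 SD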;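 further: signal is porphyrin accumulated inside mitochondria; 100% equals median channel fluorescence of DMSO control wells; lower ratio means ABCB6 inhibition with less porphyrin fluorescence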
# MC4R barr agon: activates human MC4R beta-arrestin recruitment | activation, % at 8.9 µM | U2OS MC4R beta-arrestin complementation, luminescence; percent of melanotan II response, DMSO zero | 360,000 tested, 0.98% active | P32245;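 active means activation above a per-plate cutoff, the mean activation of sample wells on that plate plus 3 SD, cut at about 8% in these data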
# iPSC survival up: enhancers of human iPSC single-cell survival | 360,000 tested, 0.044% active | survival enhancement, % at 20 µM | AID 602274 | hiPSC single-cell survival, ATPlite luminescence; 100% = ROCK inhibitor wells, 0% = DMSO; in the data active means survival enhancement above about 18%;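 further: cells exposed to compounds for 16 hours before the ATP read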
# Cardio protect: myocardial damage modulation in H9c2 cells; H9c2 cardiomyocytes, H2O2 injury protection, ATPLite, 2 h; protection from H2O2 cell death, % at 20 µM; 360,000 tested, 0.63% active; AID 588492;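 active means compounds giving at least 50% protection of heart cells from peroxide-induced death in the single-dose screen, raw or plate-pattern-corrected value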;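 further: 0% = DMSO wells with peroxide and 100% = DMSO wells without peroxide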
# MC4R antag cAMP: antagonists of human melanocortin 4 receptor (MC4R) | P32245 | MC4R-expressing cells, MTII-stimulated cAMP, LANCE TR-FRET | inhibition, % at 6.5 µM | 360,000 tested, 0.48% active | AID 540295;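 active means inhibition above its plate's cutoff, the mean of tested wells on that plate plus 3 SD, cut at about 29% in these data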;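 further: 0% = Melanotan II alone and 100% = Melanotan II plus saturating MCL0020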
#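 Assay system: human MC4R-expressing U2OS cells; reagent: Melanotan II stimulation of cells; dosing: 6.5 µM single dose; timing: compound 30 min, challenge 1 h, detection 1 h; signal: TR-FRET cAMP assay; replicates: one well per compound, no replicates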
# ABHD5-PLIN5 inh: ABHD5-PLIN5 protein interaction inhibition | Split G. princeps luciferase complementation, luminescence, 4 h | inhibition, % at 4 µM | 360,000 tested, 0.78% active;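 active means inhibition above the mean inhibition across every tested compound plus 3 SD, cut at about 22% in these data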;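 further: 0% = DMSO only wells and the 100% control is not disclosed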
# Target sequence (Q00G26 whole entry, looked up): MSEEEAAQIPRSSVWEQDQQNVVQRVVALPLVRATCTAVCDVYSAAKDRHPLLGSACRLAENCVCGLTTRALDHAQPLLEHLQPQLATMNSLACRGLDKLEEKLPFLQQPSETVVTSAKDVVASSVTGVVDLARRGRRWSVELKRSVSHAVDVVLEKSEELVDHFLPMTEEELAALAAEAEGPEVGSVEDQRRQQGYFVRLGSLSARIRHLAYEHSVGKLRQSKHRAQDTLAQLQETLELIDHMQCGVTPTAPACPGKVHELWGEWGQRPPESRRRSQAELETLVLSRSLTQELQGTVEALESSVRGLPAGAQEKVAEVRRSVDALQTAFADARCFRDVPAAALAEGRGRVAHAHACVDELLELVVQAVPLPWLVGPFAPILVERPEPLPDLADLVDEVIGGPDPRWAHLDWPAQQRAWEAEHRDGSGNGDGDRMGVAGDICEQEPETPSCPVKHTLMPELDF
# Target sequence (Q8WTS1 whole entry, looked up): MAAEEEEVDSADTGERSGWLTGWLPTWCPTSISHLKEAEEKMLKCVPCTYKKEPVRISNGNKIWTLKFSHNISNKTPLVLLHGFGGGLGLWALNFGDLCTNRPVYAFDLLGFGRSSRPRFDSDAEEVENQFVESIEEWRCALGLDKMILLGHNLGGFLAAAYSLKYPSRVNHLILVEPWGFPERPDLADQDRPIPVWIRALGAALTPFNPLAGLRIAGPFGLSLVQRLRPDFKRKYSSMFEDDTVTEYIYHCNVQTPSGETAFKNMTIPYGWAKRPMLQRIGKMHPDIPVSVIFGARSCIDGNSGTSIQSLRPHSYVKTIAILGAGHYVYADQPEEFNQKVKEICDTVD
# m5-HT2A agonist: activates the mouse 5-HT2A serotonin receptor; AID 624169; CHO-K1 mHTR2A beta-arrestin complementation, luminescence; percent of 30 µM serotonin response; activation, % at 7.6 µM; 360,000 tested, 0.66% active;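 active means activation above a run cutoff, the mean activation of all tested compounds plus 3 SD, cut at about 14% in these data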;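 further: 0% = plate median of compound wells and 100% = 30 µM serotonin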
# aDG glyco act: alpha-DG glycosylation activation; Pro5-aDG cells, alpha-DG glycosylation AlphaScreen (IIH6); 0% Pro5, 100% B10-LARGE cell signal; activation, % at 10 µM; 360,000 tested, 0.22% active; AID 624168;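 active means activation of at least 8% versus controls, or a plate z-score of at least 8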;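 further: Pro5 are CHO cells carrying HIG-tagged alpha-DG that lacks glycosylation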
# N-glyco inh: blocks N-linked glycosylation in D54 reporter cells | D54 ERlucT glycosylation luciferase reporter, 24 h; percent of 100 nM tunicamycin response | reporter increase, % at 12.5 µM | 360,000 tested, 0.23% active | AID 588692;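 active means mean luciferase reporter signal, scaled so untreated is 0 and the glycosylation-blocking control 100, at or above a set limit in every replicate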;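 further: luciferase carries N-glycosylation sites so blocking glycosylation raises the light; 0% = median of neutral control wells and 100% = median of 100 nM tunicamycin wells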
# * = called active by the depositor; / = no result given. Random draw from the library (roughly 4.5% active in at least one column).
SMILES,Granule exo inh,ABCB6 inh 2,MC4R barr agon,iPSC survival up,Cardio protect,MC4R antag cAMP,ABHD5-PLIN5 inh,m5-HT2A agonist,aDG glyco act,N-glyco inh
Cc1cccc(C)c1-n1nnnc1C1c2ccccc2C(=O)N1CCOc1ccccc1 (stereo unspecified),6,99,/,0.8,/,/,3,-5,-0.1,/
Cc1ccc(NC(=O)C2CC(=O)N(C(C)C)C2)cc1Cl (stereo unspecified),8,93,-0.6,-0.1,-4,12,0,1,-0.4,1
COc1ccc(-c2nc(C#N)c(NCCN(C)C)o2)cc1,11,97,-1.0,4.3,4,-6,5,-2,0.0,-1
Cc1noc(C)c1C(=O)Nc1ccc(F)c(F)c1,1,101,-1.6,-2.6,6,5,-4,5,-0.3,-1
Cc1[nH]c(=O)[nH]c(=O)c1S(=O)(=O)Nc1ccc(F)c(Cl)c1,-10,96,-0.5,-0.6,3,11,4,-1,-0.1,1
Cc1ccccc1Nc1nc(N)nc(CSc2nc3ccccc3s2)n1,-3,100,1.1,0.1,-4,-2,-6,3,-0.1,5
CC1CN(S(=O)(=O)c2ccc(NC(=O)c3ccco3)cc2)CC(C)O1 (stereo unspecified),-3,95,-2.1,-1.9,-1,1,-2,2,-0.1,1
CCCCc1ccc(NC(=O)N[C@H](C(=O)O)C(C)CC)cc1 (stereo partly specified),2,88,-0.8,2.2,-7,-4,1,2,-0.1,2
COC(=O)c1cn(NC(=O)c2cc(OC)cc(OC)c2)c(=O)c2ccccc12,-2,103,-1.7,6.9,-1,15,-6,-2,0.0,3
COc1ccc(NC(=O)C(c2cc3c(cc2[N+](=O)[O-])OCO3)N(C)Cc2ccccc2)cc1 (stereo unspecified),2,97,0.3,-0.9,0,-3,-3,-1,-0.4,-5
CC(C)C(=O)Nc1ccc(NC(=O)c2ccc(COc3ccccc3)cc2)cc1,-1,100,0.9,2.3,3,8,2,8,0.1,-1
COc1ccc(C(C)=O)cc1CN1C(=O)NC2(CCCCCC2)C1=O,0,105,3.4,3.1,9,3,2,1,0.3,-1

# Entries of single compounds from above. Values in the order: Granule exo inh, ABCB6 inh 2, MC4R barr agon, iPSC survival up, Cardio protect, MC4R antag cAMP, ABHD5-PLIN5 inh, m5-HT2A agonist, aDG glyco act, N-glyco inh
# `Cc1ccc(NC(=O)C2CC(=O)N(C(C)C)C2)cc1Cl` (stereo unspecified) as listed: 8, 93, -0.6, -0.1, -4, 12, 0, 1, -0.4, 1
# `Cc1noc(C)c1C(=O)Nc1ccc(F)c(F)c1` as listed: 1, 101, -1.6, -2.6, 6, 5, -4, 5, -0.3, -1
# `COc1ccc(-c2nc(C#N)c(NCCN(C)C)o2)cc1` as listed: 11, 97, -1.0, 4.3, 4, -6, 5, -2, 0.0, -1
# `COC(=O)c1cn(NC(=O)c2cc(OC)cc(OC)c2)c(=O)c2ccccc12` as listed: -2, 103, -1.7, 6.9, -1, 15, -6, -2, 0.0, 3

# Continuation.
SMILES,Granule exo inh,ABCB6 inh 2,MC4R barr agon,iPSC survival up,Cardio protect,MC4R antag cAMP,ABHD5-PLIN5 inh,m5-HT2A agonist,aDG glyco act,N-glyco inh
COC(=O)c1cc(NC(=O)CN2C(=O)C(=O)N(C3CCCC3)C2=O)cc(C(=O)OC)c1,4,105,0.3,1.1,-1,-3,-1,11,0.1,4
Cn1ncc(Br)c1NC(=O)Nc1ccc(OC(F)(F)F)cc1,2,101,0.8,0.0,-14,1,-5,2,0.1,-4
O=C(NC1CCCCC1)c1ccc(-c2cccc([N+](=O)[O-])c2)o1,-3,97,1.9,-0.3,7,13,4,2,0.0,14
CCc1cc(=O)oc2cc(C)cc(OC(C)C(=O)NCCCN3CCCC3=O)c12 (stereo unspecified),0,99,-2.1,-0.5,7,7,-1,0,0.1,1
CC(=O)CCSc1nnc(-c2cccc(S(=O)(=O)N3CCOCC3)c2)o1,2,101,-1.1,1.0,-6,9,-10,7,-0.1,-1
Cc1ccccc1OCCSCc1nc2ccccc2[nH]1,-2,100,-0.2,-0.1,-13,2,0,-6,0.9,-1
Nc1[nH]c(=O)[nH]c(=O)c1N=Nc1ccccc1Cl,0,101,-0.4,1.5,-1,-14,6,4,0.0,5
Cn1cnc(S(=O)(=O)Nc2cc(C(F)(F)F)ccc2N2CCOCC2)c1,-5,104,-0.7,0.3,5,15,0,0,0.1,0
CC(C)CN(C(=O)COC(=O)c1ccc(Cl)nc1)c1c(N)n(Cc2ccccc2)c(=O)[nH]c1=O,-4,92,-2.6,-0.4,-1,2,-8,0,0.0,-1
CCOC(=O)CNC(=O)N1CCC(CCC(=O)N(C)Cc2ccccc2)CC1,-4,98,0.2,-0.8,-3,4,0,0,0.0,1
Cc1cc2ncn(-c3ncnc4sc5c(c34)CCC(C)C5)c2cc1C (stereo unspecified),-1,99,-0.8,-0.2,-9,-35,-3,4,0.4,-4
O=C(c1cn(-c2ccccc2)nc1-c1cccs1)N1CCN(c2ccccn2)CC1,-2,98,-1.3,-2.4,-5,-5,2,1,0.1,0
CCOC(=O)COc1ccc2c(c1)c(C(C)=O)c(C)n2-c1ccc(OC)cc1,16,92,-0.3,0.9,6,11,11,-4,0.1,0
C=CCn1c(COc2cccc3cccnc23)nnc1SCC(=O)OC,-1,98,-2.6,0.6,3,12,4,5,0.0,3
O=C(O)CCCN1C(=O)c2cccc3cccc(c23)C1=O,2,103,-2.1,-0.4,4,4,-2,3,0.0,2
O=C(CCC1CCCCC1)NCc1cccs1,3,108,1.4,-2.8,3,18,-1,0,0.1,-1
Cc1cccc(NC(=O)CCNS(=O)(=O)c2ccc(Cl)cc2)c1,-6,92,1.1,0.2,3,8,4,0,0.0,-1
CCNC(=O)C1CCCN(C(=O)c2cc(F)cc(F)c2)CC1 (stereo unspecified),-2,98,-0.9,4.1,6,5,-3,6,0.1,3
CCc1nnc(NC(=O)Cc2cc(OC)c(OC)c(OC)c2)s1,0,100,-2.0,0.1,3,1,8,0,-0.2,2
COc1ccc(/C=C2\N=C(C)N(c3ccc(C(=O)O)cc3)C2=O)cc1OC,-1,102,-2.1,0.0,1,3,-3,-2,-0.1,3
O=C(CCN1C(=O)/C(=C/C=C/c2ccccc2)SC1=S)Nc1nc2ccccc2s1,2,102,1.2,-2.0,11,15,5,7,0.5,-2
O=C1C=C(Nc2ccc(Cl)cc2)C(=O)N1c1ccc(Cl)cc1,-2,113,0.2,0.0,-4,12,2,5,0.1,1
CC(C)c1csc(CN2CCCC(CCC(=O)NCc3ccccc3F)C2)n1 (stereo unspecified),-1,102,-0.7,0.5,2,4,-5,-6,0.1,3
CCOC(=O)C1=C(COC(=O)c2ccc(Br)o2)NC(=O)NC1C (stereo unspecified),-6,96,-1.5,-0.5,5,20,-11,-1,-0.1,1
O=C(NCC(=O)N(Cc1ccc(F)cc1)C(C(=O)NC1CCCC1)c1ccco1)c1ccco1 (stereo unspecified),-1,85,-1.7,-1.0,20,13,0,4,0.3,3
CC(C)n1c(SCC(=O)NCc2ccco2)nnc1C1CC1,-1,104,-2.1,0.7,0,0,0,0,0.3,1
CCN(CC)C(=O)c1sc(NC(=O)c2ccco2)c(C#N)c1C,-6,95,-1.0,4.5,8,0,0,1,-0.2,2
Nc1c(NCc2ccccc2)c(=O)[nH]c(=O)n1Cc1ccccc1,-13,101,0.5,-0.9,5,9,1,0,-0.3,0
CC(=O)Nc1ccc(-c2cc(NC(C)=O)n(-c3ccccc3)n2)cc1,-2,100,-0.5,1.8,8,3,1,-1,1.3,0
Cc1ccccc1OCc1nnc(SCc2nc3ccccc3c(=O)[nH]2)n1C,-4,83,-1.4,4.7,10,8,4,1,-0.3,-1
Cc1cc(C)c2nc(N3CCC(C(=O)NCCCN4CCCC4=O)CC3)sc2c1,26,94,-2.8,0.3,-4,4,0,5,-0.1,0
CCn1nnc(-c2ccccc2NS(=O)(=O)c2ccc(C(=O)OC)cc2)n1,-1,103,-1.6,-2.0,-8,8,-4,-1,0.5,4
Cc1ccc(-n2nnnc2SC(C(=O)c2c[nH]c3ccccc23)c2ccccc2)cc1 (stereo unspecified),7,99,-0.9,4.5,6,-5,2,0,-0.2,2
O=C(CN1C(=O)S/C(=C/c2cccnc2)C1=O)N1CCOCC1,0,94,-2.9,-2.8,15,-4,5,0,0.3,3
CC(=O)N1CCN(Cc2nc3cc(NC(=O)c4ccc(Cl)cc4)ccc3n2C)CC1,4,96,-1.7,-0.4,-2,0,7,6,0.0,-1
COc1ccccc1CNC(=O)c1ccc(Cl)c(S(=O)(=O)N2CCCC2)c1,-3,102,1.8,1.8,-1,-5,-10,-3,0.8,-4
CCOC(=O)c1[nH]cnc1C(=O)Nc1ccc(F)cc1,7,101,-3.3,0.1,-1,24,-3,-4,-0.1,5
COc1ccc(NC(=O)C(=S)N2CCCC2)cc1,-3,94,-1.1,0.7,-4,4,2,2,0.2,0
O=C(Nc1cccnc1)Nc1ccc2c(c1)OCO2,-4,94,-0.9,-0.5,-6,4,-5,-3,0.0,-1
CC1(C)CC(=O)N(c2cc(Cl)cc(Cl)c2)C(=O)C1,-4,97,0.2,0.0,3,7,-5,5,0.1,2
C=CCn1c(SCC(=O)c2cccs2)nc2sc(C)cc2c1=O,1,93,0.3,-3.0,-3,-8,-2,-5,0.6,-2
NC(=O)NC(=O)COC(=O)/C=C/c1cccs1,-3,96,-1.1,0.0,4,-8,-6,0,-0.1,0
Cc1cc(N2C(=O)C(O)=C(C(=O)c3ccc(C)o3)C2c2cccc(Cl)c2)no1 (stereo unspecified),5,95,-1.1,-1.9,-1,7,-39,9,0.3,0
O=C(N/N=C1\CC2CC=CC12)c1ccc(COc2ccccc2)cc1 (stereo unspecified),-10,94,-0.8,-2.8,4,-3,1,-4,0.1,-1
CC(=O)c1cccc(NC(=S)NC(=O)c2ccccc2)c1,0,92,-0.9,-0.5,-4,15,5,-6,0.2,-1
Cc1c(C(=O)NCc2ccccc2C(F)(F)F)sc(=O)n1Cc1ccc2c(c1)OCO2,-4,94,-0.1,3.2,-2,13,4,-7,-0.3,-2
CC(=O)c1cccc(NC(=O)c2ccc3c(Cl)c4c(nc3c2)CCCC4)c1,-9,73*,2.7,-0.6,-18,4,-3,1,2.1,-1
CC(Sc1nnc2ccccn12)C(=O)Nc1ccc(N2CCOCC2)cc1 (stereo unspecified),37,121,-0.5,-1.8,-3,4,2,-3,-0.1,0
O=[N+]([O-])c1ccc(NCc2ccccc2N2CCC(CO)CC2)nc1,8,99,0.3,-0.3,3,23,0,-9,-0.1,0
CC(NC(=O)c1ccc(S(=O)(=O)N(C)C)cc1)c1ccccc1 (stereo unspecified),-2,98,0.8,0.1,7,-3,-2,2,-0.4,0
COC(=O)CSc1nc2ccc(NC(C)=O)cc2s1,-3,100,0.0,6.9,-22,5,-4,6,-0.2,1
Cc1c(C=O)c2ccccc2n1CC(=O)NCc1ccccc1,1,100,0.6,1.6,0,26,-1,3,1.0,-5
O=C(CN1CCN(c2ncccn2)CC1)NCc1ccc2c(c1)OCO2,11,102,-2.6,-0.2,2,6,-1,10,-0.4,1
CCN1C(=O)c2cccc3cccc1c23,4,101,-2.1,-1.1,-5,-13,1,4,-0.2,2
